TDP1 cell CPT – qHTS for Inhibitors of human tyrosyl-DNA phosphodiesterase 1 (TDP1): qHTS in cells in presence of CPT; chicken DT40 Tdp1-/-;hTDP1 cells + 20 nM CPT, ATP luminescence, 48 h; Potency, µM (doses to about 46.2 µM), for the others: top-dose activity change, negative = growth inhibition, most hits filed as inhibitors; hit rate 12% among 420,000; also: nearly all actives have a fitted effect of over 55% in size
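Chicken DT40 Tdp1-/- cells stably complemented with human TDP1 were seeded at 400 cells/well in medium containing 20 nM camptothecin, exposed to pin-transferred compounds, and grown at 37 °C for at least 48 hr. Viability was read as ATP luminescence.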
N370S GC – qHTS Assay for Inhibitors and Activators of N370S glucocerebrosidase as a Potential Chaperone Treatment of Gaucher Disease; hit rate 0.092% among 330,000; Potency, µM (top dose mostly 59.4 µM), for the others: at the highest dose activity change, negative = inhibition, actives largely listed as inhibitors; N370S GC spleen homogenate, 4MU-glucoside fluorescence; Lysosomal acid glucosylceramidase (Homo sapiens), P04062; AID 2101, 2009;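 also: 0% = full enzyme activity and -100% = no enzyme basal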
FEN1 inh – qHTS Assay for the Inhibitors of Human Flap endonuclease 1 (FEN1). hit rate 0.35% among 390,000. AID 588795, 2011. Potency, µM (highest dose often 114 µM), without a hit: top-dose activity change, negative = inhibition, hits mostly inhibitors. P39748. Recombinant FEN1 flap cleavage, fluorescence, 15 min; also: nearly all actives have a fitted effect of over 65% in size
Target sequence (P39748 whole entry, looked up): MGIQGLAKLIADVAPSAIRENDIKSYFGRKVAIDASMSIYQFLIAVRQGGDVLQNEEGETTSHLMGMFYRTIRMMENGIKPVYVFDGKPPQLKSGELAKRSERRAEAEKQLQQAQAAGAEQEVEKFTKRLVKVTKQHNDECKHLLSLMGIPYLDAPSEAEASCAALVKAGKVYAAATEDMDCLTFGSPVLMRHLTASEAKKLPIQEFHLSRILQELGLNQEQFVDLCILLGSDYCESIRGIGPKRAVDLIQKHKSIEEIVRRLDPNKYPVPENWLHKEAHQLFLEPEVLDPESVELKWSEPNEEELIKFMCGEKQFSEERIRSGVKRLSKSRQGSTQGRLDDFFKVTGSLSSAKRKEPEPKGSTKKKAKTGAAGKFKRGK
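In this screen, 50 nM flap DNA substrate was added to 10 nM FEN1 pretreated with compound for 15 min at room temperature; cleavage was followed with reads at 0 and 15 min, and Hill fitting gave concentration–response parameters.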
* = called active by the depositor; ? = inconclusive; / = no result given; & = joins results of further samples; [ ] = another dose, or the depositor's remark. Calls follow the shape of the dose curve; as a rule, active = well fitted curve in the direction sought with a large enough effect; inconclusive = small, poorly fitted or top-dose-only effect, or another doubt; inactive = no such curve, though single readings can be large; an effect the other way counts as inactive or inconclusive. Unless noted, % is scaled to controls: 0 for no effect and ±100 for the full control effect; potency is read from the fitted curve at half-maximal effect. Only part of the results is shown; the hit share may differ from the screen's.

No.	SMILES	TDP1 cell CPT	N370S GC	FEN1 inh
1	OCC(Cl)CCl (stereo not drawn)	-1%	-1%	15%
2	CC(=NCc1ccco1)c1c(O)n(Cc2ccccc2)c(=O)[nH]c1=O	-19%	?	-3%
3	COC(=O)C1=C(c2ccc(C(C)=O)cc2)C[C@@H]2CC[C@H]1N2C(=O)N1CCC(O)CC1	10%	/	-5%
4	O=C(O)CN1C(=O)CN=C(c2ccccn2)c2cc(Cl)ccc21	-2%	-13%	8%
5	O=C1NC(=O)C(CCc2ccccn2)(Cc2cccc(Cl)c2Cl)C(=O)N1c1ccc(Br)cc1 (stereo not drawn)	-15%	-1%	-11%
6	CCN(CC)c1ccc(N=Cc2c(O)n(Cc3ccco3)c(=O)[nH]c2=O)cc1	1%	-5%	3%
7	COc1ccc(C(=O)NC(=S)NNC(=O)c2cccnc2)cc1	?	0%	4%
8	COc1ccc2cc1Oc1ccc(cc1)C[C@H]1c3cc(c(OC)cc3CCN1C)Oc1c(OC)c(OC)cc3c1[C@@H](C2)N(C)CC3	?	-1%[21.6 µM]	15%
9	CCOc1ccc(Nc2c(S(=O)(=O)c3ccc(C)cc3)cnc3ccc(F)cc23)cc1	?	/	1%
10	O=c1[nH]c(=S)n(-c2ccc(Cl)cc2)c(O)c1C=Nc1ccc(N2CCOCC2)cc1	-20%	-14%	20%
11	COC(=O)C1=C(c2ccc(S(C)(=O)=O)cc2)C[C@@H]2CC[C@H]1N2C(=O)NCCS(C)=O (stereo partly drawn)	17%	/	3%
12	N#Cc1ccc(C(=O)N2Cc3cnnn3-c3ccccc3C2C#N)cc1 (stereo not drawn)	8%	/	-14%
13	C[C@@H]1O[C@@H](O[C@@H]2C=C3CC[C@@H]4[C@@H](CC[C@]5(C)[C@H](c6ccc(=O)oc6)CC[C@@]45O)[C@@]3(C)CC2)[C@H](O)[C@H](O)[C@H]1O	0.28µM*	/	-5%
14	CCOc1ccc(NC2=NCCCS2)cc1	11%	-11%	-2%
15	CN1C(=O)C2C[C@@]3(Br)c4ccccc4N(OOSc4ccccc4)[C@H]3N2C(=O)[C@@H]1Cc1ccccc1 (stereo partly drawn)	?	/	0%
16	O=[N+]([O-])c1ccc(Cl)c(Cl)c1Cl	3%	-1%	-14%
17	O=C(NC12CC3CC(CC(C3)C1)C2)OC1CN2CCC1CC2 (stereo not drawn)	4%	2%	0%
18	C=C(COC(C)=O)CC1CC(O)[C@]2(C)OC3CC4OC5C[C@]6(C)O[C@]7(C)CCC8OC9C[C@]%10(C)OC%11C(C)=CC(=O)OC%11CC%10OC9C[C@@H](C)C8OC7CC6O[C@]5(C)C/C=C\C4OC3CC2O1 (stereo partly drawn)	23µM*	-1%	15%
19	CCCCn1c(O)c(C(=O)/C=C/c2c[nH]c3ccccc23)c(=O)[nH]c1=O	-7%	-15%	2%
20	CC1CC(Cl)CCC1C(=O)OC(C)(C)C (stereo not drawn)	11%	6%	/
21	Cc1ccc(O)c(CN2CCC3CCC(C3)C2)c1 (stereo not drawn)	-2%	/	-2%
22	CC1=C2CC3C(CC=C4C[C@@H](O)CC[C@@]43C)[C@@H]2CC[C@]12O[C@@H]1C[C@H](C)CN[C@H]1[C@H]2C (stereo partly drawn)	12%	-1%&-3%	/
23	Cc1c(C(=O)O)cc(-c2ccccc2)n1Cc1ccccc1	5%	-3%	6%
24	CCC12CN3CCN(CC(C3)/C1=N\O)C2	8%	1%[2.35 µM]	0%
25	CCOC(=O)C1(CCOc2ccccc2)CCN(Cc2ccccc2OC)CC1	16µM*	-16%	-16%
26	CC(C)C(=O)c1cn(Cc2ccccc2C#N)c2ccccc12	?	?	12%
27	C=CCN1C(=O)C2(C(C(=O)OCC)=C(N)Oc3ccccc32)c2c1c1ccccc1oc2=O (stereo not drawn)	2%	-8%	-9%
28	CN(C)c1ccc(/C=C/c2ccnc3c(O)cccc23)cc1	-98%	/	-15%
29	CCC(CC)N1CCN(C(=O)Cc2ccccc2)CC1	-1%	4%	2%
30	O=c1[nH]c(=S)n(-c2ccccc2F)c(O)c1C=NCc1ccco1	-3%	-16%	-1%

Structures above containing a carbonyl joined to an NH by a bond outside any ring:
No.	SMILES	TDP1 cell CPT	N370S GC	FEN1 inh
7	COc1ccc(C(=O)NC(=S)NNC(=O)c2cccnc2)cc1	?	0%	4%
11	COC(=O)C1=C(c2ccc(S(C)(=O)=O)cc2)C[C@@H]2CC[C@H]1N2C(=O)NCCS(C)=O (stereo partly drawn)	17%	/	3%
17	O=C(NC12CC3CC(CC(C3)C1)C2)OC1CN2CCC1CC2 (stereo not drawn)	4%	2%	0%

Back to the main list; the 2 compounds before the break are reprinted first.
No.	SMILES	TDP1 cell CPT	N370S GC	FEN1 inh
29	CCC(CC)N1CCN(C(=O)Cc2ccccc2)CC1	-1%	4%	2%
30	O=c1[nH]c(=S)n(-c2ccccc2F)c(O)c1C=NCc1ccco1	-3%	-16%	-1%
31	CCOC(=O)C(NC(=O)C(Cc1ccc(N(CCCl)CCCl)cc1)NC(C)=O)C(C)C (stereo not drawn)	1%	-1%	1%
32	COc1ccc(CN2C(=O)NC(=O)/C(=C\c3cc(OC)c(OC)c(OC)c3)C2=O)cc1	18µM*	9%	-1%
33	CCN1C[C@]2(COC(=O)c3ccccc3N3C(=O)CC(C)C3=O)CC[C@H](OC)[C@@]34C5C[C@@H]6[C@@H](OC)C[C@@](O)(C5[C@H]6OC)[C@](O)([C@@H](OC)C23)[C@@H]14 (stereo partly drawn)	4%	2%	/
34	COCCN1C(=NCCCOC(C)C)N[C@@H](c2ccccc2)C(C(=O)OC)=C1C	?	1%&-25%	17%
35	COc1ccc(OC)c(N2C(=O)/C(=C/c3ccco3)C(=O)NC2=S)c1	-21%	-4%	8.9µM*
36	COC(=NC1CCCC1)C(O)c1c[nH]c2ccccc12 (stereo not drawn)	?	3%	5%
37	Cc1ccc(OP(=O)(Nc2cccc(C)c2)Oc2ccc(C)cc2)cc1	?	?	?
38	CSCCC(N=Cc1c(O)n(-c2ccc(Br)cc2)c(=O)[nH]c1=O)C(=O)OC(C)(C)C (stereo not drawn)	-7%	2%	-4%
39	O=P(C(Cl)Cl)(N1CCOCC1)N1CCOCC1	-1%	-2%	1%
40	C=CCN1C(=O)/C(=C/c2cc(C)n(-c3cccnc3)c2C)C(=O)NC1=S	?	13%	-1%
41	C[C@]12CCC(=O)C[C@@H]1CC[C@@H]1[C@@H]2CC[C@@]2(C)[C@H]1CC[C@]2(C)O	1%	15%	/
42	O=C(CCNS(=O)(=O)c1ccccc1)Nc1ccc(Cl)cc1C(=O)c1ccccc1	?	6%	-1%
43	COc1ccc2[nH]c3c(c2c1)CCN1C(=O)C(CC(=O)NCc2cccc(C(F)(F)F)c2)C[C@H](C(=O)N2CCCCC2)[C@@]31C (stereo partly drawn)	10µM*	/	-25%
44	CN(C)C1(CNC(=O)Nc2ccc(Cl)c(Cl)c2)CCCCC1	?	?	-2%
45	O=c1[nH]c(=S)n(C2CC2)c(O)c1/C=N/Nc1cccc2ccccc12	16µM*	5%	-4%
46	CCOP(=O)(OCC)C(O)c1cccc([N+](=O)[O-])c1 (stereo not drawn)	2%	-23%	1%
47	CC(C)C[C@H]1C(=O)N2CCCC2[C@]2(O)O[C@](NC(=O)[C@@H]3C=C4c5cccc6[nH]cc(c56)CC4N(C)C3)(C(C)C)C(=O)N12 (stereo partly drawn)	?	0%&-4%&-13%	-20%
48	CC(=NCCC(c1ccccc1)c1ccccc1)c1c(O)n(C)c(=O)n(C)c1=O	21µM*	2%	-5%
49	COC(=O)C1=C(c2cccc(OCc3ccccc3)c2)C[C@@H]2CC[C@H]1N2C(=O)NCc1ccccc1	?	/	-18%
50	CCOC(=O)C1(CCc2ccccc2)CCN(C2CCSCC2)CC1	8.2µM*	1%	16%
51	COC(=O)C1=C(c2cccc(OCc3ccccc3)c2)C[C@@H]2CC[C@H]1N2C(=O)NCCOc1ccc(OC)cc1	23µM*	/	-20%
52	CCOc1cc(C2NCc3ccccc3-n3cccc32)ccc1OC (stereo not drawn)	-17%	-23%	-6%
53	O[C@@H]1CCCC[C@H]1N1CCC(c2ccccc2)CC1	10%	1%&-13%	-6%
54	C[n+]1c(-c2ccccc2)sc2ccccc21	1.3µM*	-15%	0%
55	CN1CCCN(C(=O)COc2ccccc2)CC1	-6%	-1%	-6%
56	O=C(Oc1ccccc1)N1CCC[C@@]2(CCN(Cc3nccs3)C2)C1	-2%	1%	/
57	NP(=O)(OCC(F)(F)F)Oc1ccccc1 (stereo not drawn)	2%	/	2%
58	c1ccc(CCNC2CCCCCC2)cc1	?	-24%	7%
59	CCCCNC(=O)C1CCCN(Cc2nc(-c3ccc(Cl)cc3)oc2C)C1 (stereo not drawn)	6.5µM*	/	-4%
60	Cc1cccc(OP(=O)(Nc2cccnc2)Oc2cccc(C)c2)c1	?	9%	1%
61	CCN(CC)C(=O)c1ccc(NC(=O)COc2ccccc2F)cc1	-7%	23%	-2%
62	Cc1cc(C=O)c(C)n1C1CC1	0%	3%	-2%
63	COC(=O)C1=C(c2ccc(F)cc2OCc2ccccc2)C[C@@H]2CC[C@H]1N2C(=O)NCc1ccccc1Br	?	/	0%
64	CC(=Nc1ccc2c(c1)CCC2)c1c(O)n(-c2ccccc2)c(=O)[nH]c1=O	8%	-3%	10%
65	COc1ccc2[nH]cc(C(=O)CN(C)C)c2c1	-25%	/	14%
66	COc1ccc(CN2Cc3cnnn3-c3ccccc3C2C)cc1 (stereo not drawn)	?	/	-9%
67	Nc1ccccc1C(=O)OCCOc1ccccc1	13%	10%	-19%
68	O=C(CSc1ccccn1)Nc1cccc2ccccc12	-3%	?	-7%
69	COc1cc(C2c3cc4c(c(O)c3CC3COC(=O)C32)OCO4)cc(OC)c1OC (stereo not drawn)	0.092µM*	-1%	-5%&-17%
70	N#Cc1cc2c(nc1SCC(=O)Nc1ccc(OC(F)(F)F)cc1)C1CCN2CC1	?	/	-17%
71	COc1ccc2c(c1)C(c1ccc(N(CCCl)CCCl)cc1)=NCC2	16µM*	/	-7%
72	C=CCN1C(=O)/C(=C/c2ccc3c(c2)CCCN3CCC)C(=O)NC1=S	?	-9%	-10%
73	CC(=O)N1Cc2cnnn2-c2ccccc2C1C#N (stereo not drawn)	-1%	/	-7%
74	O=C(c1cccc(Cl)c1)C1CCCN(Cc2cccc3cnccc23)C1 (stereo not drawn)	?	9%	-2%
75	Cc1cccc(-n2c(O)c(/C=N/Nc3nc4c(c(=O)n(C)c(=O)n4C)n3C)c(=O)[nH]c2=S)c1	-22%	-16%	?

Six entries picked at random from those above, as already listed:
No.	SMILES	TDP1 cell CPT	N370S GC	FEN1 inh
62	Cc1cc(C=O)c(C)n1C1CC1	0%	3%	-2%
70	N#Cc1cc2c(nc1SCC(=O)Nc1ccc(OC(F)(F)F)cc1)C1CCN2CC1	?	/	-17%
66	COc1ccc(CN2Cc3cnnn3-c3ccccc3C2C)cc1 (stereo not drawn)	?	/	-9%
71	COc1ccc2c(c1)C(c1ccc(N(CCCl)CCCl)cc1)=NCC2	16µM*	/	-7%
74	O=C(c1cccc(Cl)c1)C1CCCN(Cc2cccc3cnccc23)C1 (stereo not drawn)	?	9%	-2%
75	Cc1cccc(-n2c(O)c(/C=N/Nc3nc4c(c(=O)n(C)c(=O)n4C)n3C)c(=O)[nH]c2=S)c1	-22%	-16%	?

Screening results: PubChem, National Center for Advancing Translational Sciences (NCATS)
